BCR signal inh = chronic active BCR signaling inhibition; 340,000 compounds, 0.05% hits; ABC-DLBCL IkBa-CBG/CBR reporter, luminescence ratio, 4 h; AID 493014; Potency, µM (top dose mostly 46.1 µM), for inactives: at the top dose ratio change, negative = lower green/red ratio, usual class: inhibitors; active = well fitted inhibition curve with a large enough effect in the signal ratio, with a control signal flat, not every such curve was filed as active; inconclusive = small, poorly fitted or top-dose-only effect, or effect the other way, or a change in a side signal; the % refers to the signal ratio;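 also: potency is read from the fitted curve at half-maximal effect; plate controls were basal doxycycline-induced cells for no effect and cells given 10 µM MG132 for full effect; MG132 reads +100%, hits lower the ratio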
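Doxycycline induced both beetle luciferases in TMD8 lymphoma cells; IKK-driven degradation limits the IkappaBalpha-fused green signal, while red luminescence normalises for cell number and nonspecific effects. Compounds tested up to 46 uM, 4 hrs.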
Tb PFK block = inhibitors of T. brucei phosphofructokinase; AID 485367; Potency, µM (top dose mostly 57.5 µM), without a hit: at the highest dose activity, negative = inhibition, most hits filed as inhibitors; T. brucei PFK, ADP-Glo luminescence; O15648; 330,000 compounds, 0.17% hits;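 also: potency is read from the fitted curve at half-maximal effect; 0% = uninhibited 1x PFK enzyme wells and -100% = no-enzyme wells; nearly all actives have a fitted effect of over 60% in size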
Target sequence (O15648 whole entry, looked up): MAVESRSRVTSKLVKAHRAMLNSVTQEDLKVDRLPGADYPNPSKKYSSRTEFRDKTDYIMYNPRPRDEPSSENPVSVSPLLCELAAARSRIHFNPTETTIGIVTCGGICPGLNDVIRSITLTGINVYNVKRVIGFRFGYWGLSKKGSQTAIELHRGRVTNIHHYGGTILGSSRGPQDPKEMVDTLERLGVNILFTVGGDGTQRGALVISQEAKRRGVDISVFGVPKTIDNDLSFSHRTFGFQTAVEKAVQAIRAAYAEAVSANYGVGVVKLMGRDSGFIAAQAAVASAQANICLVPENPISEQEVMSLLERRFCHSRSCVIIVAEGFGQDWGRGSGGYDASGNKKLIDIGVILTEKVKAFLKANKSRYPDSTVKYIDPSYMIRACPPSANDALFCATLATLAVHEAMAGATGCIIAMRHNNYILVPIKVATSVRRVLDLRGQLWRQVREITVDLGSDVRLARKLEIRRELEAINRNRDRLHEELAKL
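In TEA buffer at pH 8.0 with 5 mM MgCl2, enzyme (1.25 nM) converted F6P (0.5 mM) and ATP (0.1 mM) for 45 min at room temperature. ADP product was read by luciferase luminescence.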
B2AR arrestin = beta2AR (human) beta-arrestin recruitment activity; P07550; beta-arrestin recruitment to beta2AR, cell-based reporter; Potency, µM (highest dose often 46.1 µM), for the others: at the highest dose activation, hits mostly activators; 330,000 compounds, 0.02% hits; AID 492947;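 also: potency is read from the fitted curve at half-maximal effect; 0% = DMSO controls and full agonism = EC100 isoproterenol or metaproterenol; nearly all actives have a fitted effect of over 65% in size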
Target sequence (P07550 whole entry, looked up): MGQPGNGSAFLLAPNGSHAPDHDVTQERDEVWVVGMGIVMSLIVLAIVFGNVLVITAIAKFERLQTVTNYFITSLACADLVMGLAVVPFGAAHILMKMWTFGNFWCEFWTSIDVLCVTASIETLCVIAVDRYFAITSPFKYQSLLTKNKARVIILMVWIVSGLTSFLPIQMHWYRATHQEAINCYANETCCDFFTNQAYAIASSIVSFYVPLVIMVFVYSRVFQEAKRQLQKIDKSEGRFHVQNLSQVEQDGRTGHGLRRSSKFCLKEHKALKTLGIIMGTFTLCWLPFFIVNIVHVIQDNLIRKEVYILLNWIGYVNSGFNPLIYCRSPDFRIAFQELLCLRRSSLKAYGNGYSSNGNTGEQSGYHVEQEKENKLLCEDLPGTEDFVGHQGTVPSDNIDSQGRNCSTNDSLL
USP2a block = inhibitors of human ubiquitin-specific protease USP2a | Potency, µM (highest dose often 38.3 µM), inactives show at the highest dose activity change, negative = inhibition, hits mostly inhibitors | O75604 | USP2 core, Ub-CHOP2 coupled fluorogenic reporter, 485/531 | 330,000 compounds, 0.01% hits;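 also: potency is read from the fitted curve at half-maximal effect; plate controls were DMSO wells for no effect and full inhibition by NEM control for full effect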
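USP2 core (10nM final) preincubated 30min RT with compound in 20mM Tris-HCl pH 8.0, 2mM CaCl2, 2mM beta-mercaptoethanol, 0.05% CHAPS; 25nM Ub-CHOP2 plus 25nM reporter substrate added, fluorescence (Ex485/Em531) read after 60min.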
ELG1 DNA repair = inhibitors of ELG1-dependent DNA repair in HEK293T cells. Potency, µM (highest dose often 46.1 µM), for inactives: at the top dose activity change, negative = inhibition, most hits filed as inhibitors. AID 504467. HEK293T ELG1-luciferase reporter, luminescence, 16 h; DNA damage induced by 5-fluorouridine. 330,000 compounds, 2.3% hits; also: potency is read from the fitted curve at half-maximal effect; % is scaled to controls: 0 for no effect and ±100 for the full control effect; nearly all actives have a fitted effect of over 55% in size
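Step one: seed 2,000 cells per well. Step two: pin-transfer compound or DMSO alongside 5-fluorouridine. Step three: incubate 16 hr, 37 °C, 5% CO2. Step four: add ONE-Glo, wait 30 min, read luminescence.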
TSHR antag = antagonists of human thyroid stimulating hormone receptor; 330,000 compounds, 0.2% hits; TSHR-expressing cells, TSH-stimulated cAMP HTRF, 2 h; hits give low values; P16473; activity change, negative = inhibition, % at 11.5 µM;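 active = activity change below a set negative limit, meaning inhibition stronger than a set level, cut at about -70% in these data; inconclusive = activity change between two set negative limits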; also: % is scaled to controls: 0 for no effect and ±100 for the full control effect
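Freshly harvested TSHR cells receive pin-tooled compound, then EC80 TSH at 4nM final. After 2 hours at 37 deg C, antibody in lysis buffer and cAMP-d2 are added; 30 minutes at ambient temperature precede the HTRF read.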
Eya2 inh = Eya2 (human) phosphatase inhibition | O00167 | recombinant Eya2, OMFP fluorescence dephosphorylation (OMFP is methylfluorescein phosphate) | Potency, µM (top dose mostly 76.9 µM), without a hit: top-dose activity, negative = inhibition, hits mostly inhibitors | 330,000 compounds, 0.006% hits | AID 488837; also: potency is read from the fitted curve at half-maximal effect; % is scaled to controls: 0 for no effect and ±100 for the full control effect
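Eya2 protein (added as 0.2 uM solution) was preincubated with compound for 10 min at ambient temperature in 50 mM HEPES pH 7.5, 50 mM NaCl, 5 uM MgCl2, 0.05% BSA, 1 mM DTT. OMFP (added at 50 uM) then reacted 10 min; fluorescence read at 485/525 nm.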
PTAP TSG101 blk = blocks PTAP/TSG101 interaction to inhibit HIV-1 budding; AID 493005; Fluorescence polarization, FITC-PTAP peptide / Tsg101 binding; 340,000 tested, under 10 active; Q99816; Potency, µM (highest dose often 115 µM), without a hit: at the highest dose activity change, negative = inhibition, most hits filed as inhibitors; active = well fitted inhibition curve with a large enough effect in the main read-out, with a control signal flat, not every such curve was filed as active; inconclusive = small, poorly fitted or top-dose-only effect, or effect the other way, or a change in a side signal; inactive = no such curve, though single readings can be large or run the other way; also: potency is read from the fitted curve at half-maximal effect; % of control where 0% means no effect
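Steps: Tsg101 binding domain dispensed (10 uM final), compounds pinned in DMSO, FITC-labeled PTAP-motif peptide added (50 nM final); after 20 min binding at room temperature, polarization measured.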
Mito fusion yeast = inhibitors of mitochondrial division or activators of mitochondrial fusion | S. cerevisiae fusion-defective mutant growth rescue, CellTiterGlo 48 h | Potency, µM (titrated, usually from 46.1 µM), without a hit: at the highest dose growth rescue (activation), most hits filed as activators | 320,000 compounds, 0.23% hits;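 also: potency is read from the fitted curve at half-maximal effect; % of control where 0% means no effect; nearly all actives have a fitted effect of over 45% in size; temperature-sensitive fusion mutants such as fzo1-1 at 37 °C on non-fermentable ethanol glycerol medium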
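Temperature-sensitive fusion-defective S. cerevisiae (e.g. fzo1-1, mgm1-5) were grown with compound in YPEG medium (3% ethanol, 3% glycerol) for 48 hours at 37C. Growth rescue was measured as viability by CellTiterGlo luminescence after 10 minutes at ambient.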
TCR act = activates T cell receptor signaling. primary human leukocytes, anti-CD3, IL-2 HTRF, 48 h. Potency, µM (highest dose often 9.22 µM), for the others: at the top dose activation of IL-2 secretion, usual class: activators. 330,000 tested, under 10 active. AID 504894; also: % of control where 0% means no effect
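Primary human leukocytes receive a-CD3 beads and test compound and are incubated 48 hr. Secreted IL-2 is then assayed by HTRF, measuring 665nm acceptor emission after 320nm excitation of the europium donor.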
uPA generation = blocks generation of uPA at the cell surface; cell surface uPA generation assay, qHTS; Potency, µM (highest dose often 38.3 µM), inactives show at the highest dose activity change, negative = inhibition, hits mostly inhibitors; 330,000 compounds, 0.31% hits; AID 540303; active = well fitted inhibition curve with a large enough effect; inconclusive = small, poorly fitted or top-dose-only effect; inactive = no such curve, though single readings can be large or run the other way; tested in mouse RAW 264.7 cells; also: potency is read from the fitted curve at half-maximal effect; % is scaled to controls: 0 for no effect and ±100 for the full control effect; nearly all actives have a fitted effect of over 55% in size
An asterisk follows results filed as active; ? = inconclusive; · = not tested or not shown; [ ] = remark or other dose. Unless noted, calls follow the shape of the dose curve; as a rule, active = well fitted curve in the direction sought with a large enough effect; inconclusive = small, poorly fitted or top-dose-only effect, or another doubt; inactive = no such curve, though single readings can be large; an effect the other way counts as inactive or inconclusive.

SMILES | BCR signal inh | Tb PFK block | B2AR arrestin | USP2a block | ELG1 DNA repair | TSHR antag | Eya2 inh | PTAP TSG101 blk | Mito fusion yeast | TCR act | uPA generation
COc1cc2c(cc1NC(=O)C(C)Sc1cccc[n+]1[O-])oc1ccccc12 (stereo unspecified) | ? | -5% | -0.9% | -9% | ? | 23 | 1% | -5% | 25% | 5%[46.1 µM] | -1%
O=[N+]([O-])c1cc(Br)cc(/C=N/n2cnnc2)c1O | 6% | 2% | 0.1% | 1% | -16% | -10 | 3% | ? | 0% | -54% | -6%
Cc1ccc(Cn2c(CN3CC(C)OC(C)C3)nc3c2c(=O)[nH]c(=O)n3C)cc1 (stereo unspecified) | 4% | -4% | -0.6% | 0% | -7% | -19 | 12% | -4% | 1% | -9% | ·
CC(=O)Nc1ccc(Oc2ccc([N+](=O)[O-])cc2Cl)cc1 | -2% | 5% | -0.4% | 0% | 3% | 4 | 5% | -1% | 25% | 3% | -6%
CCc1nn(CCCC(=O)NC(C)c2ccccc2)c(=O)c2cc3occc3n12 (stereo unspecified) | -11% | 0% | -1.0% | 3% | 5% | 0 | 1% | -6% | 1% | -3% | 4%
COc1ccc(C2C(C(=O)NCc3cccnc3)c3cc(OC)c(OC)cc3C(=O)N2C)cc1 (stereo unspecified) | -15% | -2% | 0.3% | -1% | -2% | 10 | 18% | -9% | 0% | 10% | -1%
c1ccc(C2CCCN(Cc3nc(CC4CC4)no3)CC2)cc1 (stereo unspecified) | -1% | 1% | -0.4% | 0% | ? | -4 | 4% | -3% | 11% | 2% | 5%
CCC1(C(=O)OC)NC(c2ccco2)C2C(=O)N(c3ccc(C)cc3)C(=O)C21 (stereo unspecified) | -2% | -3% | -0.3% | 1% | 1% | -3 | -6% | -3% | -7% | · | -3%
O=C(Nc1ccncc1)c1c(F)cccc1F | ? | -8% | -0.3% | 0% | 6.5µM* | 13 | 7% | -4% | -13% | 2% | ·
N#Cc1cc([N+](=O)[O-])ccc1NC(=O)CSc1n[nH]c(=O)[nH]c1=O | 0% | 1% | -0.3% | 0% | 1% | 5 | -1% | -2% | · | 6% | 5%
O=c1cc(-c2ccc(O)cc2)oc2ccc(O)cc12 | ? | 28% | 0.0% | 0% | ? | 4 | -4% | 1% | -2% | 5% | -16%
O=C(C1CCC(Cn2c(=S)[nH]c3ccccc3c2=O)CC1)N1CCOCC1 (stereo unspecified) | -9% | 1% | -1.1% | 2% | -23% | -6 | 2% | -6% | -1% | 5% | ·
CC(c1ccccc1)C(CC(=O)O)C(=O)NC1CCCCC1 (stereo unspecified) | -3% | -8% | -3.2% | 0% | -2% | 0 | 14% | 0% | -5% | -6% | 7%
COCCCn1ccc(O)c(Cc2ccc(F)cc2)c1=O | -7% | 0% | 0.0% | 1% | 9% | 8 | -2% | -6% | 3% | 0% | 9%
COc1ccc(CNC(=O)Nc2cc(C)ccc2C)cc1 | -9% | -4% | 0.1% | 1% | 4% | -13 | -6% | -2% | -4% | -2% | -2%
COc1ccc(C(=O)N(C)C2CCN(C)CC2)cc1S(=O)(=O)Nc1cc(Cl)ccc1Cl | -1% | 6% | -0.3% | 1% | 1% | -4 | 18% | -8% | -2% | -1% | -12%
COc1ccc(S(=O)(=O)CCC(=O)N(C)c2ccc(OC)cc2OC)cc1 | ? | -9% | -0.2% | -2% | -12% | 44 | -3% | -1% | 1% | 2%[46.1 µM] | ·
COC(=O)CSC1=C(C#N)C(c2ccccc2)CC(=O)N1 (stereo unspecified) | 1% | -2% | 0.1% | -1% | ? | 2 | -2% | 0% | -5% | 0% | ?
Cc1ccc(Cl)cc1N1CCN(S(=O)(=O)c2c(C)noc2C)CC1 | -5% | -4% | 0.1% | 3% | -9% | -15 | -11% | -4% | 18µM* | -24% | 3%
Cc1nn(CC(=O)N2CCOCC2)c(=O)c2nn(-c3ccccc3)c(C)c12 | 4% | -6% | -0.2% | 0% | ? | 14 | -1% | -3% | 3% | 1% | 1%
CCN1/C(=C/C=C/c2sc3ccccc3[n+]2CC)Sc2ccccc21 | ? | 0% | 0.1% | -1% | ? | -23 | ? | -1% | -38%[inhibitor] | -11% | -12%
CCOC(=O)CCCc1ccc(/C(C)=N/NC(=S)NC)cc1 | -24% | -3% | -1.4% | 1% | -14% | -4 | 11% | 1% | 0% | 9% | -3%
N#Cc1ccc(CSc2nnc3ccccn23)cc1 | -4% | -4% | 0.0% | 0% | 14% | 6 | -24% | -1% | -4% | -8% | 1%
CCOc1cc(C2C(C(=O)N3CCCCC3)=C(C)NC3=C2C(=O)CC(C)(C)C3)ccc1O (stereo unspecified) | 0% | -5% | 0.1% | 1% | 13% | 3 | 7% | -4% | 2% | 1% | 0%
COc1ccc2[nH]c3ccc(OC)cc3c2c1 | ? | -4% | 0.2% | 4% | ? | -22 | 9% | -4% | -6% | -2% | 0%
CCOc1nc(C)cc(C)c1S(=O)(=O)c1cccc(C)c1 | 2% | -1% | -0.2% | 2% | -9% | -2 | -8% | · | 2% | · | ·
Cc1ccc2nc(-c3ccccc3)c(-c3ccccc3)nc2c1 | ? | -2% | 0.1% | 1% | -5% | -5 | 3% | 0% | 28% | -3% | 9%
Cc1cccc2c3c([nH]c12)CCNC3 | 22% | -7% | -0.5% | -1% | ? | -4 | 0% | -6% | -1% | · | 4%
CCOC(=O)N1CCC(NC(=O)c2cc(C(=O)NC3CCCC3)ccc2CO)CC1 | 5% | -6% | -0.5% | 1% | 3% | 2 | 5% | -3% | -4% | -8% | -6%
O=C(CN1C(=O)C2C3C=CC(C3)C2C1=O)Nc1nncs1 (stereo unspecified) | 4% | 1% | -0.4% | 1% | -2% | -2 | -3% | -6% | 1% | 9% | -1%
O=C(CCSCCc1ccccn1)Nc1ccc(Cl)cn1 | 21% | 0% | -0.5% | 1% | 3% | -2 | 3% | · | -5% | · | -1%
Cn1c(CNC(=O)c2ccco2)nnc1SCCOc1ccccc1 | 2% | 1% | 0.0% | 0% | 3% | -15 | 8% | -11% | 1% | -4% | 0%
COc1ccc(F)cc1C(=O)C1CCCN(C(=O)c2ocnc2C)C1 (stereo unspecified) | 12% | -4% | -0.1% | 0% | -6% | 3 | 13% | -1% | -2% | 5% | -2%
O=S(=O)(Nc1nccs1)c1ccc(Cl)cc1 | 15% | 1% | -0.2% | 4% | -4% | -5 | -1% | -1% | 0% | · | ·
Cc1ccc(NC(=O)CSc2nn(-c3ccc(Cl)cc3)c(=S)s2)cc1S(=O)(=O)N(C)C | 19% | -2% | -0.1% | -3% | 15µM* | -35 | -4% | 1% | 9% | 0%[46.1 µM] | 1%
O=C(CCN1C(=O)S/C(=C\c2cccs2)C1=O)NC1=NCCS1 | 0% | 1% | 0.7% | 2% | 16% | 1 | 0% | 0% | -1% | -7%[46.1 µM] | 2%
Cc1ccc(S(=O)(=O)N2CCN(CC(O)COc3ccccc3)CC2)cc1 (stereo unspecified) | -2% | 6% | -0.3% | 6% | -21% | 3 | 4% | -1% | 5% | -1% | 5%
Cc1c(/C=N/NC(=O)CNc2ccccc2)c2ccccn2c1C(=O)c1ccccc1 | ? | 0% | 0.3% | -1% | ? | -3 | 7% | 2% | ? | -11%[46.1 µM] | 24%
Cc1cc(SCC(=O)Nc2cccnc2Cl)nc2ccccc12 | -2% | 0% | -0.1% | 0% | ? | 7 | 19% | 3% | -11% | -7% | 4%
Cc1cccc(NS(=O)(=O)c2ccc3nc(-c4ccccc4)[nH]c3c2)c1C | 15% | -1% | -0.2% | 1% | -12% | 2 | -1% | 0% | 0% | 5%[46.1 µM] | 6%
Clc1ccc(Cn2ncc3c(N4CCCCC4)ncnc32)cc1 | -4% | -16% | 0.2% | -3% | ? | -20 | -32% | -4% | 18% | 28% | 9%
